# TLR9-MyD88 block – TLR9-MyD88 interaction inhibition; CHO BLA complementation TLR9-MyD88, CCF4 FRET ratio; inhibition, % at 4.98 µM; 0.21% of 340,000 active;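 active = inhibition above the mean over all tested compounds plus 3 SD, cut at about 21% in these data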;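 also: 0% = DMSO only wells and 100% = clavulanate BLA inhibitor control wells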
# Vif imaging – blocks HIV Vif function; HEK293T cells, Vif self-association by quenched fluorescence, imaging, 24 h; inhibition, % at 7.49 µM; 0.35% of 340,000 active; in the data active = inhibition above about 50%, passing the limit was not always enough; inconclusive = no clear call, values can overlap the other calls; inactive = below about 31%; also: some results filed as inactive read as strong as hits
# ABHD5-PLIN5 inh – blocks binding of human ABHD5 to perilipin-5 | 0.78% of 360,000 active | inhibition, % at 4 µM | Split G. princeps luciferase complementation, luminescence, 4 h | Q00G26+Q8WTS1 | AID 602281;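 active = inhibition above the mean inhibition across every tested compound plus 3 SD, cut at about 22% in these data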;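 also: 0% = DMSO only wells and the 100% control is not disclosed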
# Target sequence (Q00G26 whole entry, looked up): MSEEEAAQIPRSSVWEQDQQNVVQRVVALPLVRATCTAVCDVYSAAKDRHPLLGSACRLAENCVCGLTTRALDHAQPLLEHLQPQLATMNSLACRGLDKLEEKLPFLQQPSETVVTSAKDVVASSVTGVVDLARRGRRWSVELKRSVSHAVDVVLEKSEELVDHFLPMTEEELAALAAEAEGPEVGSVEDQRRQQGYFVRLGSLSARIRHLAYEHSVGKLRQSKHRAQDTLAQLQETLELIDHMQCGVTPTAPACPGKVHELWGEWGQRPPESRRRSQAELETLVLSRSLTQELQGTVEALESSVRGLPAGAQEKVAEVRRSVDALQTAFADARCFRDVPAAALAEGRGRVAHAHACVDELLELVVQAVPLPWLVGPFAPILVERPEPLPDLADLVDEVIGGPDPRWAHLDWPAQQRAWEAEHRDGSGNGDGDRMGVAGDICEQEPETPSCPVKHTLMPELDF
# Target sequence (Q8WTS1 whole entry, looked up): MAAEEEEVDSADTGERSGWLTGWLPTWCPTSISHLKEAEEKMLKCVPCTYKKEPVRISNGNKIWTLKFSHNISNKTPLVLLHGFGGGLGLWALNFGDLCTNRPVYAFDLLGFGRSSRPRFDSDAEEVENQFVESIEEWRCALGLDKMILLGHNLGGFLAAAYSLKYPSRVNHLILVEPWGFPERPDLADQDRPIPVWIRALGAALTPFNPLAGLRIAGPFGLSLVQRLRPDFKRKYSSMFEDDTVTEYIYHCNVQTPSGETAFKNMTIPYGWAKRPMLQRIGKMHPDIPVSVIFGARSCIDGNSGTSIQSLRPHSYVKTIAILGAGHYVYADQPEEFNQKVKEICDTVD
# aDG glyco up – alpha-DG glycosylation activation; Pro5-aDG cells, alpha-DG glycosylation AlphaScreen (IIH6); 0% Pro5, 100% B10-LARGE cell signal; activation, % at 10 µM; 0.22% of 360,000 active; AID 624168;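 active = activation of at least 8% versus controls, or a plate z-score of at least 8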;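 also: Pro5 are CHO cells carrying HIG-tagged alpha-DG that lacks glycosylation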
# Granule exo inh – lytic granule exocytosis inhibition. TALL-104 LAMP-1 surface exposure, flow cytometry; cells stimulated with thapsigargin and PMA. inhibition, % at 10 µM. 0.66% of 360,000 active;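 active = inhibition above about 55%, limit read from the data; inconclusive = no clear call, values can overlap the other calls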
# MC4R ag barr – human MC4R agonism via beta-arrestin. P32245. activation, % at 8.9 µM. U2OS MC4R beta-arrestin complementation, luminescence; percent of melanotan II response, DMSO zero. AID 540308. 0.98% of 360,000 active;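 active = activation above a per-plate cutoff, the mean activation of sample wells on that plate plus 3 SD, cut at about 8% in these data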
# N-glyco inh – blocks N-linked glycosylation in D54 reporter cells | D54 ERlucT glycosylation luciferase reporter, 24 h; percent of 100 nM tunicamycin response | 0.23% of 360,000 active | reporter increase, % at 12.5 µM;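 active = mean luciferase reporter signal, scaled so untreated is 0 and the glycosylation-blocking control 100, at or above a set limit in every replicate; inconclusive = mean reaches the limit but not every replicate does; inactive = mean below the limit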;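 also: luciferase carries N-glycosylation sites so blocking glycosylation raises the light; 0% = median of neutral control wells and 100% = median of 100 nM tunicamycin wells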
# ABCB6 inh MLPCN – human ABCB6 transporter inhibition; fluorescence ratio to DMSO, % at 10 µM; 0.19% of 360,000 active; Q9NP58; K562-ABCB6 porphyrin accumulation, flow cytometry, 1 h; hits give low values; AID 602162;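 active = fluorescence ratio to DMSO below 75%, the collection mean minus 3 SD; inconclusive = too few cells collected in the well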;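 also: signal is porphyrin accumulated inside mitochondria; 100% equals median channel fluorescence of DMSO control wells; lower ratio means ABCB6 inhibition with less porphyrin fluorescence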
# NOD2 RIPK2 PPI – blocks binding of human NOD2 to RIPK2; O43353; 0.38% of 360,000 active; AID 624267; CHO BLA complementation NOD2-RIPK2, CCF4 ratio; inhibition, % at 4.98 µM; in the data active = inhibition above about 21%;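 also: 0% = vehicle only and 100% = reference blocker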
# MC4R antag cAMP – human MC4R antagonism in cAMP assay. 0.48% of 360,000 active. inhibition, % at 6.5 µM. MC4R-expressing cells, MTII-stimulated cAMP, LANCE TR-FRET. AID 540295. P32245;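 active = inhibition above its plate's cutoff, the mean of tested wells on that plate plus 3 SD, cut at about 29% in these data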;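 also: 0% = Melanotan II alone and 100% = Melanotan II plus saturating MCL0020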
#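 Assay system: human MC4R-expressing U2OS cells; reagent: Melanotan II stimulation of cells; dosing: 6.5 µM single dose; timing: compound 30 min, challenge 1 h, detection 1 h; signal: TR-FRET cAMP assay; replicates: one well per compound, no replicates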
# * = called active by the depositor; ? = inconclusive; . = not tested or not shown. Some of the compounds tested (hit frequency here may not be typical).
SMILES,TLR9-MyD88 block,Vif imaging,ABHD5-PLIN5 inh,aDG glyco up,Granule exo inh,MC4R ag barr,N-glyco inh,ABCB6 inh MLPCN,NOD2 RIPK2 PPI,MC4R antag cAMP
Cc1ccc(C(=O)N/C(=C/c2ccco2)C(=O)N2CCCCC2)cc1,7,-1,0,0.0,6,-2.1,1,95,3,12
C=CCOC(=O)C1=C[C@@H](c2ccc(Br)cc2)C[C@@H](OCc2ccc(CO)cc2)O1,4,-7,9,-0.2,28,1.9,-3,95,-17,5
CC1CC(C)CN(C(=O)Cn2c(-c3nonc3N)nc3ccccc32)C1 (configuration not stated),3,2,0,-0.1,1,1.8,1,99,-1,24
Cc1ccc(C)c(C(=O)OCC(=O)Nc2cccc(S(=O)(=O)NC3=NCCCCC3)c2)c1,-5,-7,-6,0.2,3,-1.9,-4,95,-7,7
O=C(Nc1ccc(S(=O)(=O)N2CCOCC2)cc1)c1ccco1,-9,-13,-1,-0.2,2,1.0,0,89,10,1
CCn1nc(C(=O)NNC(=O)C2CSC3(C)CCC(=O)N23)c2ccccc2c1=O (configuration not stated),9,-2,9,0.2,-2,-1.1,0,96,-1,1
COc1cc(NC(=O)c2ccnn2C)c(OC)cc1Cl,0,-17,1,-0.3,-1,-0.9,0,100,-11,8
CCOC(=O)c1c(C)[nH]c(C)c1C(=O)COC(=O)c1ccc(S(=O)(=O)C(F)F)cc1,-26,-2,1,0.0,-1,-1.2,0,91,2,1
CSc1nsc(SC)c1C(=O)Nc1ccc(C)cc1,-5,5,4,0.0,3,2.8,-4,84,0,-2
COc1ccccc1/C=N/OC(=O)c1ccc(F)cc1,-1,-4,0,0.1,0,-0.2,2,96,1,-6
COc1ccc(Cl)cc1NC(=S)NCCO,6,-7,2,-0.2,-1,-0.4,0,93,-4,1
O=C(NCCc1csc(-c2ccc(Cl)cc2)n1)c1ccco1,-10,-9,17,0.7,4,-0.2,1,96,-6,1
C[C@H](CO)N1C[C@H](C)[C@@H](CN(C)C)Oc2c(NS(=O)(=O)c3cccs3)cccc2C1=O,2,.,-2,0.1,3,-1.1,1,92,3,2
OCCNc1nc(Nc2ccccc2)nc2ccccc12,-3,-4,2,-0.3,-5,0.0,0,103,2,0
O=C(NCc1ccccn1)c1ccc(Cl)s1,-2,-3,1,-0.1,0,-1.6,1,101,6,8
CCNC(=S)N/N=C1\CCCCc2ccccc21,-17,-18,5,0.0,4,-0.7,1,102,-19,16
Cc1cc(NC(=O)CSc2ncnc3c2cnn3-c2ccccc2)no1,1,0,0,-0.1,0,-1.6,4,81,4,1
COC(=O)CC1(C(=O)OC)Oc2ccc(Br)cc2C(=O)N1c1cccc(Cl)c1Cl (configuration not stated),-10,-8,0,-0.2,4,-1.4,3,96,-4,1
Cn1nc(C(=O)N2CCN(c3ccc([N+](=O)[O-])cc3)CC2)c2c1-c1ccccc1S(=O)(=O)C2,4,0,-2,0.2,10,-2.7,1,103,-4,11
CC(=O)c1ccc(Nc2nc(C)cc(C)n2)cc1,-3,-1,-7,0.0,0,2.4,1,100,1,18

# Among those listed so far, two have an aryl thioether with sulfur outside any ring.
SMILES,TLR9-MyD88 block,Vif imaging,ABHD5-PLIN5 inh,aDG glyco up,Granule exo inh,MC4R ag barr,N-glyco inh,ABCB6 inh MLPCN,NOD2 RIPK2 PPI,MC4R antag cAMP
CSc1nsc(SC)c1C(=O)Nc1ccc(C)cc1,-5,5,4,0.0,3,2.8,-4,84,0,-2
Cc1cc(NC(=O)CSc2ncnc3c2cnn3-c2ccccc2)no1,1,0,0,-0.1,0,-1.6,4,81,4,1

# (more compounds)
SMILES,TLR9-MyD88 block,Vif imaging,ABHD5-PLIN5 inh,aDG glyco up,Granule exo inh,MC4R ag barr,N-glyco inh,ABCB6 inh MLPCN,NOD2 RIPK2 PPI,MC4R antag cAMP
O=C(Cn1cc([N+](=O)[O-])cn1)NC1CCCCCC1,-1,0,-5,0.0,1,-0.6,0,95,-4,8
Cc1ccccc1-c1nc(CN2CCC(C(=O)NCc3cccnc3)CC2)c(C)o1,7,5,7,0.2,0,0.7,-2,93,-2,-8
Cc1nn(-c2ccccc2)c(C)c1NC(=O)COc1ccc(F)cc1Cl,-7,10,-6,-0.1,-3,-3.0,0,102,-12,6
O=C(Cn1nc(-c2cccs2)ccc1=O)Nc1ccc(Br)cc1,6,1,3,0.0,-47,-0.6,-3,97,10,1
CNC(=O)c1ccsc1NC(=O)c1ccc(Cl)s1,4,.,-1,0.1,-4,-2.2,3,108,4,-10
COc1ccc(O)c(/C=N/c2nc3ccccc3n2C)c1,-6,-1,9,-0.1,22,0.4,0,105,4,18
C=C(C)C1CC=C(CN2CC(C)OC(C)C2)CC1 (configuration not stated),2,.,3,0.0,2,-2.5,2,97,-11,11
COc1ccc(-c2cc(CNC(=O)CCl)on2)cc1,-7,0,6,0.0,2,0.2,4,106,-1,0
CCOc1ccc(N(CC(=O)NCc2ccco2)C(=O)CCC(=O)Nc2ccccn2)cc1,-8,-13,-1,0.0,-6,-0.9,1,89,0,3
Cc1ccc(-n2nc3c(=O)n(CC(=O)NCCC4=CCCCC4)nc(C)c3c2C)cc1,-16,?,4,0.1,30,0.3,-2,100,-6,13
COc1ccc(CC(=O)NC(C)c2nnc(SCCOc3ccc(OC)cc3)n2C)cc1 (configuration not stated),-5,-12,0,0.2,-1,-1.2,-1,103,-10,-8
CC1CCN(C(=O)CCNS(=O)(=O)c2ccc3c(c2)oc(=O)n3C)CC1,3,7,-3,-0.1,3,-0.9,0,98,-2,-2
CCCC(=O)Nc1ccc(Sc2ccc([N+](=O)[O-])cc2)cc1,1,-1,0,1.5,-4,3.4,-6,98,8,7
CC12CCC(C/C1=N/NC(=O)Nc1ccccc1)C2(C)C (configuration not stated),6,.,-5,0.3,1,-0.3,-6,100,-4,-4
COc1cccc(-c2c(C(=O)N/N=C(\C)COc3ccccc3)nnn2-c2nonc2N)c1,-6,-6,1,0.0,0,-3.0,-2,96,4,2
COc1ccc(CNC(=O)c2cccc3c(-c4cnn(C)c4)coc23)cc1OC,.,-24,5,1.9,0,-0.8,19,96,-15,13
CC1CN(CCOc2ccc(Cl)c(Cl)c2)CC(C)O1 (configuration not stated),4,-2,11,0.1,-1,0.4,-1,99,1,11
CCOc1ccc(S(=O)(=O)Nc2c(C)n(C)n(-c3ccccc3)c2=O)cc1,-10,-2,-7,0.0,-1,-0.3,0,96,-15,7
O=C(CC1CC2CCC1C2)N1CCN(S(=O)(=O)c2ccccc2C(F)(F)F)CC1 (configuration not stated),-4,0,1,0.2,-2,-1.6,-4,93,5,-3
O=C(COC(=O)Cc1ccccc1F)NC(=O)NC1CCCC1,4,-1,7,-0.1,-2,-0.7,0,96,6,2
COc1cc(/C=C/C(=O)OCc2cn3cc(Cl)ccc3n2)ccc1O,6,3,3,-0.1,1,1.2,10,94,-6,-10
NCCCN1CCOCC1,-3,-1,1,0.5,2,-0.9,1,98,9,11
Cc1cccc(OC(C)C(=O)N2CCCc3ccccc32)c1 (configuration not stated),1,.,4,0.0,-3,2.1,-1,99,-2,18
COc1ccccc1NS(=O)(=O)c1ccc2ccccc2c1,-1,1,5,0.2,-15,3.2,-2,96,-7,5
COc1ccc(Cn2nnnc2C(c2cc3ccc(OC)cc3[nH]c2=O)N2CCC(C)CC2)cc1 (configuration not stated),-2,-3,-6,-0.1,-1,-0.9,-1,102,-1,8
O=C(c1ccc(F)cc1)N1CCC(O)(c2cccnc2)CC1,-3,-1,1,-0.2,-2,-2.4,0,98,0,13
O=C(c1ccc(Cl)cc1)N1N=CCC1(O)c1ccc(Cl)cc1 (configuration not stated),-4,-4,6,-0.1,-3,-1.6,-1,102,1,12
CC(O)[C@@]1(O)CC[C@H]2[C@@H]3CC[C@H]4C[C@@H](O)CC[C@]4(C)C3=CC[C@@]21C (some centres not stated),-5,4,0,0.1,3,0.3,0,84,-12,2
COC(=O)c1ccc(COc2cccc(C)c2C)cc1,4,9,-9,0.1,-1,3.4,-1,105,1,0
COc1ccc(S(=O)(=O)N2CCCCC2c2cc(C(=O)NC(C)C)no2)cc1 (configuration not stated),.,8,-4,0.0,-7,-1.5,-2,95,-3,5
Cc1cc(NS(=O)(=O)c2ccc(NC(=S)NC(=O)c3cccnc3)cc2)no1,-1,-2,-6,0.7,-4,-0.3,1,101,-4,18
COc1ccccc1NC(=S)N(c1ccccc1)C(C)C,2,2,-8,-0.1,0,-1.0,2,95,-3,17
O=C(Nc1ccccc1-c1nc2ccccc2[nH]1)c1ccc(S(=O)(=O)N2CCCCC2)cc1,-5,4,9,-0.3,0,-1.8,-3,97,4,5
O=C(N/N=C/c1cc([N+](=O)[O-])ccc1O)c1ccc2c(c1)OCCO2,-9,-5,-5,0.5,-8,0.7,0,95,-5,-5
CCOC(=O)c1csc(NC(=O)c2cc3ccccc3o2)n1,-3,3,-8,0.0,-3,1.0,-3,100,5,5
COc1cc(NS(=O)(=O)c2ccc(NC(=O)c3ccc(F)cc3)cc2)ncn1,-9,1,6,0.1,-24,0.8,2,101,1,9
CSc1cccc(NC(=O)CCCOc2ccc(Cl)cc2C)c1,-6,-3,-3,-0.1,-1,0.6,-2,96,-1,10
O=C(NCC(c1cccnc1)N1CCN(c2ccc(F)cc2)CC1)c1ccccc1 (configuration not stated),3,2,1,-0.1,0,-0.2,-2,100,-8,8
O=C1C=CC(=NN=C(c2ccccc2)c2ccccc2)C=C1,.,1,-9,-0.1,4,.,-2,98,2,.
COc1cc(/C=N/NC(=O)c2ccncc2)ccc1OC(=O)c1cc(OC)c(OC)c(OC)c1,-8,5,2,0.1,-4,-0.1,5,88,-8,4
CCCc1nc2sc3ccccc3c(=O)c2c(=O)n1Cc1ccc(OC)cc1,.,-3,-4,0.4,-12,-2.7,-1,90,-7,-1
CCOc1ccccc1OCCOCCN1CCN(Cc2ccccc2)CC1,-11,2,1,1.0,0,-2.3,-1,101,-15,2
O=C(Nc1ccc2ccccc2c1)c1cccc([N+](=O)[O-])c1,10,-8,7,0.0,10,3.3,-3,99,3,7
CSc1ccc(S(=O)(=O)NCc2ccccc2C)cc1,6,0,1,-0.2,-1,-3.3,-1,103,3,6
O=C1NC[C@H](Cc2ccc(O)cc2)N(CCc2cc(C(F)(F)F)cc(C(F)(F)F)c2)C1=O,.,.,16,-0.2,-4,.,.,103,-19,.
O=C(O)c1cccc(S(=O)(=O)N2CCCC2)c1,-11,?,6,0.1,3,0.1,4,100,-14,3
COc1ccc(OC)c(NC(=O)C2(C)CCN2C(=O)Cc2ccccc2)c1 (configuration not stated),.,3,-5,0.4,1,-0.6,-1,100,2,6
Cc1ccc(CNC(=O)CCSCc2ccccc2C)cc1,7,-3,2,1.8,0,0.8,-1,98,11,6

# Some entries already given, limited to MC4R antag cAMP and N-glyco inh.
canonical_smiles | MC4R antag cAMP | N-glyco inh
CCOc1ccccc1OCCOCCN1CCN(Cc2ccccc2)CC1 | 2 | -1
O=C(Nc1ccc2ccccc2c1)c1cccc([N+](=O)[O-])c1 | 7 | -3

# Bioassay records (PubChem)
